High-throughput results deposited in PubChem BioAssay by several laboratories.
ABCB6 inh 2: ABCB6 transporter inhibitors, primary screen, K562-ABCB6 cells, flow cytometry, MLPCN library; ATP-binding cassette sub-family B member 6 (Homo sapiens), Q9NP58; K562-ABCB6 porphyrin accumulation, 1 h; stronger effect = lower value; fluorescence ratio to DMSO, % at 10 µM; 0.19% of 360,000 active;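 active = fluorescence ratio to DMSO below 75%, the collection mean minus 3 SD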;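 also: signal is porphyrin accumulated inside mitochondria; 100% equals median channel fluorescence of DMSO control wells; lower ratio means ABCB6 inhibition with less porphyrin fluorescence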
hiPSC survival: enhancers of single-cell hiPSC survival, primary screen, ATPlite luminescence. 100% = ROCK inhibitor wells, 0% = DMSO. survival enhancement, % at 20 µM. 0.044% of 360,000 active. AID 602274, 2012; in the data active = survival enhancement above about 18%;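 also: cells exposed to compounds for 16 hours before the ATP read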
MC4R barr agon: MC4R agonists recruiting beta-arrestin, primary screen, cell-based, luminescence, agonist arm of biased-ligand search | AID 540308, 2011 | U2OS MC4R beta-arrestin complementation; percent of melanotan II response, DMSO zero | Melanocortin receptor 4 (Homo sapiens), P32245 | 0.98% of 360,000 active | activation, % at 8.9 µM;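 active = activation above a per-plate cutoff, the mean activation of sample wells on that plate plus 3 SD, cut at about 8% in these data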
Target sequence (P32245 whole entry, looked up): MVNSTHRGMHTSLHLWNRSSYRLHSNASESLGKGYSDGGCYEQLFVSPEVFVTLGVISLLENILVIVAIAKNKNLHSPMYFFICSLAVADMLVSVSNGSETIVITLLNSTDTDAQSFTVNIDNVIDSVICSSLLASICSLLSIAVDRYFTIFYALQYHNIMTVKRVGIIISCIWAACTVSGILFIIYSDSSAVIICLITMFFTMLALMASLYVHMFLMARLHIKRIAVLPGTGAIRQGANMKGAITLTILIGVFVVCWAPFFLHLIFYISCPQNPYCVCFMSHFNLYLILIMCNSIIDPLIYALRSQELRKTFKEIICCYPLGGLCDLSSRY
aDG glyco up: activators of alpha-DG glycosylation, primary screen, uHTS, Pro5-aDG cells, AlphaScreen; 0.22% of 360,000 active; alpha-DG glycosylation AlphaScreen (IIH6); 0% Pro5, 100% B10-LARGE cell signal; AID 624168, 2012; activation, % at 10 µM;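 active = activation of at least 8% versus controls, or a plate z-score of at least 8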;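 also: Pro5 are CHO cells carrying HIG-tagged alpha-DG that lacks glycosylation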
m5-HT2A agonist: mouse Htr2a agonists via beta-arrestin recruitment, primary screen, cell-based, luminescence; CHO-K1 mHTR2A beta-arrestin complementation; percent of 30 µM serotonin response; activation, % at 7.6 µM; 0.66% of 360,000 active; AID 624169, 2012;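 active = activation above a run cutoff, the mean activation of all tested compounds plus 3 SD, cut at about 14% in these data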;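 also: 0% = plate median of compound wells and 100% = 30 µM serotonin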
Target sequence (P35363 whole entry, looked up): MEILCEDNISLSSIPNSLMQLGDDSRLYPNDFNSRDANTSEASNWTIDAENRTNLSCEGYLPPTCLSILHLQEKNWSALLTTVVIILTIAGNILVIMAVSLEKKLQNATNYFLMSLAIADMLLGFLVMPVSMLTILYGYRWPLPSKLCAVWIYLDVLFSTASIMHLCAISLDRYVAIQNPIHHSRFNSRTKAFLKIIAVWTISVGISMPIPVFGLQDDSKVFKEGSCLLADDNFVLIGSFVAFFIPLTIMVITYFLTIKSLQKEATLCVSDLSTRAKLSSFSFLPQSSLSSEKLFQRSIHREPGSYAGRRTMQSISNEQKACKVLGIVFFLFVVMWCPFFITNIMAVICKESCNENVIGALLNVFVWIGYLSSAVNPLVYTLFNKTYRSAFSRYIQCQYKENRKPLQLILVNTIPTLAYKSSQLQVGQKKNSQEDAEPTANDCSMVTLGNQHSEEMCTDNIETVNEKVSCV
H9c2 protect: cardioprotection against H2O2-induced cell death, primary screen, uHTS, H9c2 cells, ATPLite luminescence; H9c2 cardiomyocytes, H2O2 injury protection, 2 h; AID 588492, 2011; 0.63% of 360,000 active; protection from H2O2 cell death, % at 20 µM;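 active = compounds giving at least 50% protection of heart cells from peroxide-induced death in the single-dose screen, raw or plate-pattern-corrected value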;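 also: 0% = DMSO wells with peroxide and 100% = DMSO wells without peroxide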
Glyco luc inh: increase of ERlucT glycosylation luciferase signal, primary screen, N-linked glycosylation inhibitor project, D54 ERlucT cells, luminescence, set 2. D54 ERlucT glycosylation luciferase reporter, 24 h; percent of 100 nM tunicamycin response. reporter increase, % at 12.5 µM. 0.23% of 360,000 active;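 active = mean luciferase reporter signal, scaled so untreated is 0 and the glycosylation-blocking control 100, at or above a set limit in every replicate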;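 also: luciferase carries N-glycosylation sites so blocking glycosylation raises the light; 0% = median of neutral control wells and 100% = median of 100 nM tunicamycin wells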
MC4R antag cAMP: MC4R antagonists of cAMP signaling, primary screen, cell-based, TR-FRET, antagonist arm of biased-ligand search | Melanocortin receptor 4 (Homo sapiens), P32245 | MC4R-expressing cells, MTII-stimulated cAMP, LANCE TR-FRET | inhibition, % at 6.5 µM | 0.48% of 360,000 active | AID 540295, 2011;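 active = inhibition above its plate's cutoff, the mean of tested wells on that plate plus 3 SD, cut at about 29% in these data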;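 also: 0% = Melanotan II alone and 100% = Melanotan II plus saturating MCL0020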
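material = U2OS cells stably expressing human melanocortin 4 receptor (MC4R) | also added = Melanotan II challenge | dosing = single nominal compound dose of 6.5 µM | detection = TR-FRET with Eu-cAMP and labeled anti-cAMP, 671 nm | replication = singlicate | timing = compound 30 min, challenge 1 h, detection 1 h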
ABHD5 PLIN5 PPI: ABHD5-PLIN5 interaction inhibitors, primary screen, cell lysate, split luciferase complementation, luminescence. 0.78% of 360,000 active. Split G. princeps luciferase complementation, 4 h. Perilipin-5 (Homo sapiens) + 1-acylglycerol-3-phosphate O-acyltransferase ABHD5 (Homo …. AID 602281, 2012. inhibition, % at 4 µM;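 active = inhibition above the mean inhibition across every tested compound plus 3 SD, cut at about 22% in these data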;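 also: 0% = DMSO only wells and the 100% control is not disclosed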
Granule exo inh: LAMP-1 surface exposure blockers, TALL-104 cells – cell-based, flow cytometry, MLPCN library, primary screen | inhibition, % at 10 µM | TALL-104 LAMP-1 surface exposure; cells stimulated with thapsigargin and PMA | 0.66% of 360,000 active | AID 651702, 2012;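 active = inhibition above about 55%, limit read from the data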
Numbers without * were called inactive.

SMILES | ABCB6 inh 2 | hiPSC survival | MC4R barr agon | aDG glyco up | m5-HT2A agonist | H9c2 protect | Glyco luc inh | MC4R antag cAMP | ABHD5 PLIN5 PPI | Granule exo inh
CC(CNc1ccc([N+](=O)[O-])c2cccnc12)Nc1c([N+](=O)[O-])cc(C(F)(F)F)cc1[N+](=O)[O-] (stereo not drawn) | 97 | -1.3 | -3.0 | 0.2 | 2 | -1 | -6 | 8 | 1 | 6
CC(=O)N(c1ccccc1)c1c(F)c(F)c(F)c(F)c1F | 98 | -1.2 | 0.0 | 0.3 | 7 | -4 | 0 | -7 | 11 | -2
Cc1ccc2nc(N3CCN(C(=O)c4ccc(F)cc4)CC3)c(C#N)cc2c1 | 109 | -0.2 | -0.2 | -0.2 | -6 | 6 | 2 | 9 | 4 | -6
Cc1nnc(SCC(=O)N/N=C/c2cn(-c3ccccc3)nc2-c2ccccc2)n1-c1ccccc1 | 92 | -2.2 | 0.4 | 1.5 | -1 | 54* | -1 | 9 | -3 | 4
COCC(C)NCc1cccc([N+](=O)[O-])c1 (stereo not drawn) | 97 | -0.2 | -0.9 | 0.1 | 1 | 16 | 1 | 2 | 6 | 1
CSCCNC(=O)C1(C)CCN1C(=O)C/C=C/c1ccccc1 (stereo not drawn) | 98 | 0.0 | 2.7 | 0.3 | 5 | 9 | 0 | -2 | 7 | -2
COc1ccc(N(CC(=O)Nc2cccc(N(C)S(C)(=O)=O)c2)S(=O)(=O)c2ccc(F)cc2)cc1 | 93 | 1.1 | -2.5 | -0.2 | -7 | 6 | -1 | 13 | 2 | 23
Cc1ccc(CNC(=O)CNS(=O)(=O)c2ccc(Br)s2)cc1 | 99 | -0.6 | 0.2 | -0.1 | -2 | -1 | 1 | 8 | -2 | -11
COc1cccc(C(=O)COc2cccc(NC(=O)c3cccc([N+](=O)[O-])c3)c2)c1 | 99 | -0.4 | -2.1 | 0.3 | 3 | 35 | -4 | 9 | 10 | 9
Cc1ccc(S(=O)(=O)c2ccc(Cl)cc2)cc1S(=O)(=O)N(C)CC(=O)O | 98 | 4.3 | 0.1 | -0.3 | 6 | 9 | -1 | -7 | 14 | -6
Cn1c(Cl)c(/C=N/OC(=O)C2CC2)c2ccccc21 | 101 | 0.2 | -4.4 | -0.2 | -2 | -4 | 0 | -2 | -11 | -3
COCc1cc(C)nc(OCC(=O)N/N=C/c2ccco2)c1C#N | 94 | 0.3 | 2.6 | -0.1 | 7 | 4 | 1 | 25 | 1 | 3
Cc1cc(C)nc(CCNC(=O)c2cc(COc3ccc(F)cc3Cl)on2)n1 | 95 | -0.7 | -3.3 | 0.0 | -5 | 5 | -1 | -5 | 6 | -12
CCOC(=O)N1CCN(c2nc(C)c3c(n2)CC(C)CC3=O)CC1 (stereo not drawn) | 103 | 1.0 | -1.8 | 0.0 | -1 | 7 | -2 | 5 | 10 | 0
COc1ccc(C(O)P(=O)(OCC(C)C)OCC(C)C)c(OC)c1 (stereo not drawn) | 98 | 0.0 | -0.9 | -0.3 | 3 | 5 | 0 | 3 | -10 | 2
CCCS(=O)(=O)NC(=O)C1(C)CCN(C(=O)c2cc(-c3cccs3)oc2C)C1 (stereo not drawn) | 98 | 1.8 | 0.7 | 0.4 | 3 | -3 | 3 | 8 | 13 | -10
O=C(NCCN1CCOCC1)C(=O)NCC1OCCCN1S(=O)(=O)c1cc(F)ccc1F (stereo not drawn) | 101 | -0.2 | -1.7 | 0.1 | 2 | 2 | 0 | -1 | -6 | 3
COc1ccc(Cl)cc1NC(=O)CN(C)CC(=O)Nc1ccc(Br)cc1 | 101 | -0.1 | 0.0 | 0.3 | -1 | -11 | 0 | 21 | 9 | 2
CCSc1nnc(NC(=O)[C@@H](NC(=O)c2ccc(C(C)(C)C)cc2)C(C)C)s1 | 103 | 0.7 | 2.1 | 0.2 | -3 | -12 | -2 | 1 | -6 | 3
CCOC(=O)C1CCCN(C(=O)c2ccc3nc(-c4cccc(OC)c4)oc3c2)C1 (stereo not drawn) | 99 | -0.4 | -3.7 | -0.3 | 0 | 3 | 2 | -32 | 2 | 3
Cc1ccccc1C(=O)N1CCN(c2nc(N3CCOCC3)nc(N3CCOCC3)n2)CC1 | 99 | 1.1 | 1.1 | -0.3 | 2 | 4 | 2 | 13 | -3 | 1
CC(C)CNC(=O)C(=O)NCCC1CCCCN1S(=O)(=O)c1cccs1 (stereo not drawn) | 93 | -0.4 | 3.4 | 0.2 | -5 | 2 | -3 | -1 | 0 | 2
O=C(C[C@@H]1C/C=C/CC[C@H](Cc2ccc(F)cc2)C(=O)OC[C@@H](Cc2ccccc2)NC1=O)N[C@H](CO)Cc1ccccc1 | 97 | 4.7 | 2.0 | 0.0 | -2 | 44 | 126* | 19 | -3 | -10
O=C(NC1CCCC1)C(c1ccncc1)N(C(=O)c1csnn1)c1ccc(F)cc1 (stereo not drawn) | 84 | 0.1 | -0.6 | 0.1 | 9 | 5 | 3 | 7 | -9 | -5
O=C(NCc1ccncc1)C(=O)Nc1nc(C23CC4CC(CC(C4)C2)C3)cs1 | 85 | -1.0 | 1.1 | 0.1 | -1 | 38 | -3 | 14 | -6 | 77*
Cn1c(SCC(=O)Nc2ccc(Br)cc2)nc(O)cc1=O | 99 | -0.5 | 1.4 | -0.1 | 1 | 0 | 3 | 8 | -5 | -3
CC(C)(C)c1ccc(C(=O)NNC(=O)Cc2cccc3ccccc23)cc1 | 99 | -0.3 | -0.6 | -0.1 | -5 | -7 | 4 | 8 | -5 | 0
COc1ccc(OC)c(/C=N\NC(=O)CSc2nnc(CCCc3ccc(OC)c(C)c3)o2)c1 | 88 | 4.2 | 1.9 | -0.1 | -1 | -27 | 0 | 10 | -2 | 18
Cc1ccsc1/C=N/Nc1nc(Cl)c(Cl)cc1Cl | 92 | -0.3 | -1.4 | -0.1 | -3 | 1 | 6 | -5 | -4 | -1
CC1(C)Cc2cccc(OCC(=O)NCc3ccccc3F)c2O1 | 96 | -0.3 | -0.7 | -0.1 | -2 | 6 | -5 | 7 | 6 | 1
CC(=O)N1CCN(c2nnnn2-c2ccccc2)CC1 | 102 | 0.5 | 0.9 | 0.2 | 1 | 10 | 2 | 12 | 1 | 3
O=C(Nc1ccc(F)cc1)C1CCCN(S(=O)(=O)c2ccc(-n3cnnn3)cc2)C1 (stereo not drawn) | 96 | -0.4 | -1.1 | 0.1 | 5 | -6 | -2 | 11 | 2 | -2
Cc1ccc(-n2ccc(=O)c(C(=O)O)n2)cc1 | 89 | 1.1 | -0.8 | -0.4 | 3 | 6 | 1 | 6 | 0 | 3
Cc1coc(C)c1C(=O)CC1(O)C(=O)N(C)c2ccc(Cl)cc21 (stereo not drawn) | 95 | -0.8 | -1.4 | 0.1 | -2 | 15 | 1 | 0 | -4 | 2
CCn1cc(CNC(=O)c2ccc(Cl)c([N+](=O)[O-])c2)c(C)n1 | 101 | -1.4 | -3.1 | 0.1 | 1 | 0 | 0 | 13 | 0 | 2
CCOc1ccc(S(=O)(=O)N2CCC(C(=O)N3CCOCC3)CC2)cc1Cl | 91 | -0.5 | -2.6 | 0.0 | -3 | -4 | 0 | 5 | -5 | -1
CCC(Sc1nc2ccccc2o1)C(=O)O (stereo not drawn) | 81 | 0.7 | -4.7 | 0.8 | -3 | -1 | 0 | 2 | -8 | -2
CCOC(=O)C(CC(=O)O)NCc1ccco1 (stereo not drawn) | 108 | -0.5 | -1.8 | 0.0 | 3 | -5 | 1 | 4 | 0 | 0
Nc1nnnn1/N=C/c1ccccc1Cl | 101 | 1.8 | -1.9 | -0.1 | 1 | -2 | 3 | 13 | -7 | 7
Cc1nn(CC(=O)Nc2ccc3c(c2)nc2n3CCOC2)c(=O)c2ccccc12 | 100 | -1.6 | -0.1 | 0.1 | 0 | 8 | -3 | 12 | 3 | 10
Cc1ccc(NC(=O)CCc2c(C)nn(-c3ccc(N4CCCCC4)nn3)c2C)cc1 | 98 | -0.3 | -1.5 | -0.1 | -4 | -2 | -3 | 6 | 0 | -3
Cc1onc(-c2ccccc2Cl)c1C(=O)N1CCc2ccccc2C1 | 100 | -0.7 | -0.8 | -0.2 | -1 | -4 | 0 | 3 | 6 | 10
CCOC(=O)N1CCN(S(=O)(=O)c2ccc(C(=O)N(CCCN(C)C)c3nc4c(F)cc(F)cc4s3)cc2)CC1 | 93 | -0.2 | 2.7 | 0.2 | -3 | -7 | -2 | 2 | 1 | 5
Cc1cc(CSc2ccccc2)ccc1NC(=O)c1ccc(C)c([N+](=O)[O-])c1 | 94 | -0.3 | 6.2 | 0.2 | -1 | 3 | -4 | -10 | 1 | 0
[O-]C1=N/[N+](=C/c2ccc(Cl)cc2)CC1 | 91 | 1.9 | 0.0 | -0.2 | -2 | 13 | 1 | -1 | -1 | 6
Cc1ccc(S(=O)(=O)N2CCC(=O)N(CCOCc3ccccc3C)CC2)cc1 | 97 | 7.8 | 0.6 | 0.1 | -1 | 5 | -1 | 6 | 7 | -1
CC(=O)Nc1ccc(S(=O)(=O)N2CCN(c3cc(C)ccc3C)CC2)cc1 | 102 | -0.5 | 3.1 | 0.5 | 5 | -23 | -2 | 9 | 11 | 2
Cc1ccc(N2C(=O)C(CN(C)C)C2c2ccccc2)cc1 (stereo not drawn) | 106 | 4.7 | -0.8 | 0.3 | -6 | 0 | -2 | 8 | 4 | 3
COc1ccc2c(c1)CCC1C2=NN(/C(C)=C/C(C)=O)C1c1cccc(F)c1 (stereo not drawn) | 125 | -0.2 | 0.6 | 0.0 | 0 | -8 | 4 | -2 | -1 | 11
COc1ccc(CCN2CN(S(=O)(=O)c3ccc(C)cc3)c3nc4ccccc4nc32)cc1OC | 95 | 1.4 | -2.0 | -0.1 | 0 | 4 | -4 | 21 | -1 | -1
CN(Cc1ccccc1)c1nnc(N)s1 | 98 | -0.8 | -0.5 | 0.1 | 0 | 1 | 2 | -1 | -6 | 0
